High-throughput results as filed in PubChem BioAssay.
p47phox inh: blocks human p47phox regulatory protein of NADPH oxidases; hit rate 0.53% among 220,000; inhibition, % at 24.7 µM; p47phox/p22phox peptide binding, fluorescence polarization, 2 h;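 note: 0% = p47phox with labelled peptide and 100% = labelled peptide alone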
Rad51 HR inh: blocks human Rad51 in homologous recombination; Q06609; hRad51 DNA strand exchange, fluorescence dequenching; inhibition, % at 10 µM; hit rate 0.085% among 200,000; AID 1385;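 active = inhibition above 40% at the single screening dose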;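 note: 0% = DMSO control wells and 100% = blanks with heterologous ssDNA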
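System: human Rad51 nucleoprotein filaments preassembled on unlabelled ssDNA. Reagent: labelled 47-mer dsDNA for strand exchange. Schedule: 30-min compound preincubation and 15-min exchange, both room temperature. Measured by: FRET fluorescence dequenching, excitation 485 nm, emission 520 nm. Read-out: Fluorescence-based percent inhibition, control- and blank-normalised. Benchmarks: plate controls and plate blanks.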
14-3-3 Bad PPI: disrupts binding of bovine 14-3-3 zeta to phospho-Bad peptide; hit rate 0.71% among 220,000; AID 781; inhibition, % at 21.7 µM; TR-FRET 14-3-3zeta/Dy647-pBad peptide displacement, 1 h; P63103;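 active = inhibition above about 70%, limit read from the data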;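 note: 0% = full 14-3-3 plus peptide FRET controls and 100% = background without 14-3-3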
hK5 inh: blocks human kallikrein 5 protease activity. recombinant hK5, fluorogenic AMC substrate cleavage. inhibition, % at 5 µM. hit rate 0.59% among 210,000. AID 873;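 active = inhibition of 40% or more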;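 note: 0% = enzyme controls without compound and 100% = no-enzyme blanks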
Furin inh: blocks human furin protease activity. AID 463115. inhibition, % at 30 µM. P09958. purified furin, fluorogenic substrate cleavage. hit rate 0.061% among 220,000; in the data active = inhibition above about 25%; note: inactives centre near -15
KCC2 mod: modulators of human KCC2 chloride dependent transport; hit rate 2.2% among 190,000; B-score of Tl+ flux slope (higher = more flux/activation; lower = inhibition) at 10 µM; KCC2 cells, thallium flux FluoZin-2 fluorescence;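 active = thallium flux slope and its plate-corrected score both differing from the plate sample mean at a set confidence after two filtering rounds, in either direction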;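 note: slope of fluorescence scaled to starting intensity during 10 to 20 s after thallium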
Target sequence (Q9H2X9 whole entry, looked up): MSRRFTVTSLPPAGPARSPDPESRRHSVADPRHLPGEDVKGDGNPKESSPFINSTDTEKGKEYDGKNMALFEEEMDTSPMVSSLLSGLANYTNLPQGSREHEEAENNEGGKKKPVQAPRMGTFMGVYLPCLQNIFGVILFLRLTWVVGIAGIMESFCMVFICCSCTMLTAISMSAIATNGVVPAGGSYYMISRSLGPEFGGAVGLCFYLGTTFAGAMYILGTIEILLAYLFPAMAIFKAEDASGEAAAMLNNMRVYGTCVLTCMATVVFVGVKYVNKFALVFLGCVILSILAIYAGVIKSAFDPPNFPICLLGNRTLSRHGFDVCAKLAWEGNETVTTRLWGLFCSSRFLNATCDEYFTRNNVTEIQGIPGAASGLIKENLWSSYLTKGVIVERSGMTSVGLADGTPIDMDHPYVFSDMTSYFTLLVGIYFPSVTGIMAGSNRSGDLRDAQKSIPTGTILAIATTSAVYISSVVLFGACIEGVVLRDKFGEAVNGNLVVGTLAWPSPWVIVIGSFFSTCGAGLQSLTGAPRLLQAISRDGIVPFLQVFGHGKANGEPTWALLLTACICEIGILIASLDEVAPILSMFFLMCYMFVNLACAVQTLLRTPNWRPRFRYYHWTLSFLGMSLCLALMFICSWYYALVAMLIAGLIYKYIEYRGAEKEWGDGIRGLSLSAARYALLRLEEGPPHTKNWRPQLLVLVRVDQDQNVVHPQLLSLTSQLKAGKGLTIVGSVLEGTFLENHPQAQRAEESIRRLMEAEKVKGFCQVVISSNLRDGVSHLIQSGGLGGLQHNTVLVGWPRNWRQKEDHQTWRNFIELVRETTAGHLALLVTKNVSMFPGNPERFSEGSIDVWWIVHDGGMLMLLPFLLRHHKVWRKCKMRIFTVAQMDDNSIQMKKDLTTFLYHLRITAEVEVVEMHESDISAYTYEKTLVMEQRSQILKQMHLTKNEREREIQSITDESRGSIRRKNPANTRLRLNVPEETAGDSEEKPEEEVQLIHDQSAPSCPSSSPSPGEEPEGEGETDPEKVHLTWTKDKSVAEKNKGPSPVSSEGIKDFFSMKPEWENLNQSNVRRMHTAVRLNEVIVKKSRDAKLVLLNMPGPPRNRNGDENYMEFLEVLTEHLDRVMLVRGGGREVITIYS
EBV gp42 inh: blocks Epstein-Barr virus glycoprotein 42 binding; Fluorescence polarization binding assay, mP read-out; inhibition, % (tested at 21.74 µM); hit rate 0.42% among 220,000; AID 1085; in the data active = inhibition above about 50%
Thrombin inh: blocks human thrombin protease activity. P00734. hit rate 0.26% among 220,000. AID 1046. alpha-thrombin, Boc-VPR-AMC fluorogenic substrate cleavage. inhibition, % at 5 µM;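 active = inhibition at or above 40%; inactive = inhibition below 40%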;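 note: 0% = enzyme with no compound and 100% = wells without enzyme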
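Material: human alpha-thrombin enzyme / Medium: pH 7.5 Tris (50 mM) with NaCl 150 mM, Tween 20 0.05% / Compound: single-point dosing at 5 µM, 0.2% DMSO / Incubation: enzyme reaction carried out at room temperature / Detection: AMC fluorescence, 355/460 nm / Read-out basis: percent inhibition scaled between no-compound controls and no-enzyme blanks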
eIF4E 4G PPI: inhibitors of eIF4E and eIF4G interaction in translation initiation; hit rate 0.37% among 220,000; inhibition, % at 21.7 µM; P63073+Q04637; AID 782; TR-FRET eIF4E-eIF4GI(517-606) binding, 2 h;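 note: 0% = full FRET control wells and 100% = background wells lacking eIF4GI fragment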
* = called active by the depositor; [ ] = dose if it differs, or a comment.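 Rule for the calls, unless noted: active = inhibition above about 30% (limit read from the data); inactive = the rest.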

CS(=O)(=O)N1CCN(c2ccc(NC(=O)CSc3ccc(Cl)cc3)cc2)CC1 was read as p47phox inh -12, Rad51 HR inh 1, 14-3-3 Bad PPI -2, hK5 inh -21, Furin inh -15[20 µM], KCC2 mod 0.53, EBV gp42 inh 0, Thrombin inh 2 and eIF4E 4G PPI 3.
For CCOc1ccc(NC(=O)CN(c2ccc(OCC)cc2)S(=O)(=O)c2c(C)[nH]c(=O)[nH]c2=O)cc1 the results were p47phox inh -7, Rad51 HR inh -16, 14-3-3 Bad PPI -5, hK5 inh 3, Furin inh 2, KCC2 mod 0.77, EBV gp42 inh -7, Thrombin inh 7 and eIF4E 4G PPI 3.
`C/C=C/C(=O)N1CC2(CC(c3cccc(NC(=O)CC)c3)=NO2)C[C@H]1C(N)=O` (stereo partly specified) gave p47phox inh -5, Rad51 HR inh 3, 14-3-3 Bad PPI -7, hK5 inh 0, Furin inh -21, KCC2 mod 1.3, EBV gp42 inh 0, Thrombin inh 1 and eIF4E 4G PPI 5.
For NC(=O)c1cc(C(N)=O)nc(Cl)n1 the results were p47phox inh -1, Rad51 HR inh 25, 14-3-3 Bad PPI -9, hK5 inh 2, Furin inh -19, KCC2 mod 1.5, EBV gp42 inh -8, Thrombin inh -1 and eIF4E 4G PPI 0.
Screening COc1ccc(/C=N/OCC(=O)Nc2ccc3c(c2)OCO3)c(OC)c1 returned p47phox inh -7, Rad51 HR inh 0, 14-3-3 Bad PPI 10, hK5 inh 2, Furin inh -14, KCC2 mod -1.8, EBV gp42 inh -12, Thrombin inh -1 and eIF4E 4G PPI -6.
For CC1CCC/C(=C\Nc2ccc(O)cc2)C1=O (stereo unspecified) the results were p47phox inh 14, Rad51 HR inh -3, 14-3-3 Bad PPI -12, hK5 inh -21, Furin inh -17, EBV gp42 inh -22, Thrombin inh -4 and eIF4E 4G PPI 13[fluorescence artefact?].
Screening COCCNC(=O)C(c1ccccc1)N(CCOC)C(=O)Cn1nnc2ccccc21 (stereo unspecified) returned p47phox inh -4, Rad51 HR inh -7, 14-3-3 Bad PPI -6, hK5 inh 10, Furin inh -11, EBV gp42 inh 1, Thrombin inh -8 and eIF4E 4G PPI 4.
`C=CCc1c(C)nc2c(OC)cccc2c1Cl` gave p47phox inh -7, Rad51 HR inh -4, 14-3-3 Bad PPI 8, hK5 inh -1, Furin inh -2, KCC2 mod 0.3, EBV gp42 inh -2 and eIF4E 4G PPI 1.
`COCCn1c(SCc2ccc(OC)c(F)c2)nc2ccccc2c1=O` gave p47phox inh -7, Rad51 HR inh -11, 14-3-3 Bad PPI 4, hK5 inh 2, Furin inh -3, KCC2 mod -0.31, EBV gp42 inh 9, Thrombin inh -1 and eIF4E 4G PPI 3.
Screening CCOC(=O)C1=C(c2ccccc2)N(C)C(=O)NC1c1ccc(OC(F)F)c(OC)c1 (stereo unspecified) returned p47phox inh -10, 14-3-3 Bad PPI -4, hK5 inh -2, Furin inh -20, KCC2 mod -0.49, EBV gp42 inh -7, Thrombin inh -3 and eIF4E 4G PPI 7.

Reprinted from the part before: 3 compounds, then new ones.
`C=CCc1c(C)nc2c(OC)cccc2c1Cl` gave p47phox inh -7, Rad51 HR inh -4, 14-3-3 Bad PPI 8, hK5 inh -1, Furin inh -2, KCC2 mod 0.3, EBV gp42 inh -2 and eIF4E 4G PPI 1.
`COCCn1c(SCc2ccc(OC)c(F)c2)nc2ccccc2c1=O` gave p47phox inh -7, Rad51 HR inh -11, 14-3-3 Bad PPI 4, hK5 inh 2, Furin inh -3, KCC2 mod -0.31, EBV gp42 inh 9, Thrombin inh -1 and eIF4E 4G PPI 3.
Screening CCOC(=O)C1=C(c2ccccc2)N(C)C(=O)NC1c1ccc(OC(F)F)c(OC)c1 (stereo unspecified) returned p47phox inh -10, 14-3-3 Bad PPI -4, hK5 inh -2, Furin inh -20, KCC2 mod -0.49, EBV gp42 inh -7, Thrombin inh -3 and eIF4E 4G PPI 7.
For Cc1ccc(S(=O)(=O)N2CCN(C(=O)CC3CCCC3)CC2)cc1 the results were p47phox inh -6, Rad51 HR inh -3, 14-3-3 Bad PPI 1[fluorescence artefact?], hK5 inh -7, Furin inh -1, EBV gp42 inh 0, Thrombin inh -9 and eIF4E 4G PPI -10.
Cc1ccc(Cc2cnc(NC(=O)c3cccs3)s2)cc1 was read as p47phox inh -28, Rad51 HR inh 1, 14-3-3 Bad PPI 5, hK5 inh 7, Furin inh -3[20 µM], KCC2 mod -0.67, EBV gp42 inh -13, Thrombin inh -5 and eIF4E 4G PPI 4.
`COc1cc(C)nc(N(C)C(C)=O)n1` gave p47phox inh -3, 14-3-3 Bad PPI -1, hK5 inh -8, Furin inh -34, KCC2 mod 0.027, EBV gp42 inh -6, Thrombin inh -2 and eIF4E 4G PPI -3[fluorescence artefact?].
`COc1cccc(-c2nc(CS(=O)(=O)CC(=O)NCCC(C)C)c(C)o2)c1` gave p47phox inh -10, Rad51 HR inh -1, 14-3-3 Bad PPI -1[fluorescence artefact?], hK5 inh -9, Furin inh -8, KCC2 mod 0.16, EBV gp42 inh 1, Thrombin inh 1 and eIF4E 4G PPI -1.
COc1cc(C(=O)Oc2ccccc2/C=N/NC(=O)c2ccc(Cl)cc2)cc(OC)c1OC was read as p47phox inh -16, Rad51 HR inh 4, 14-3-3 Bad PPI 3, hK5 inh -16, Furin inh -9, KCC2 mod -0.036, EBV gp42 inh 8, Thrombin inh -4 and eIF4E 4G PPI 10.
`O=C(Nc1ccccc1Cl)c1ccccc1S(=O)(=O)c1ccccc1[N+](=O)[O-]` gave p47phox inh -3, Rad51 HR inh -2, 14-3-3 Bad PPI 5, hK5 inh -8, Furin inh -12, KCC2 mod 0.37, EBV gp42 inh 8, Thrombin inh 2 and eIF4E 4G PPI 1[fluorescence artefact?].
CC1(C)CC(=O)CC(C)(C)N1OC(=O)c1ccccn1 was read as p47phox inh -9, Rad51 HR inh -3, 14-3-3 Bad PPI 8[fluorescence artefact?], hK5 inh -7, Furin inh -26[20 µM], KCC2 mod -0.64, EBV gp42 inh -21, Thrombin inh -2 and eIF4E 4G PPI 4.
Screening Cc1cc(C)c(C#N)c(SCc2nnc(-c3ccccc3[N+](=O)[O-])o2)n1 returned p47phox inh -2, 14-3-3 Bad PPI 1, hK5 inh 0, Furin inh -17, KCC2 mod -1.6, EBV gp42 inh -6, Thrombin inh -1 and eIF4E 4G PPI 0.
`NC(=O)c1oc2ccccc2c1NC(=O)c1ccco1` gave p47phox inh 3, Rad51 HR inh 7, 14-3-3 Bad PPI 4[fluorescence artefact?], hK5 inh 3, Furin inh -29, KCC2 mod 0.082, EBV gp42 inh -5, Thrombin inh 6 and eIF4E 4G PPI 4.
For CCN1CCN(C(=O)c2ccc(OCC(=O)Nc3ccc(F)cc3)c(OC)c2)CC1 the results were p47phox inh -3, Rad51 HR inh 14, 14-3-3 Bad PPI -2, hK5 inh 3, Furin inh -18, KCC2 mod 0.94, EBV gp42 inh -11, Thrombin inh 1 and eIF4E 4G PPI 1.
COCCCNC(=O)c1c(N)n(/N=C/c2cccnc2)c2nc3ccccc3nc12 was read as p47phox inh -12, 14-3-3 Bad PPI 9, hK5 inh -15, Furin inh -26, KCC2 mod -0.42, EBV gp42 inh -13, Thrombin inh -6 and eIF4E 4G PPI 9.
`O=C(OC(C(=O)NCc1ccc2c(c1)OCO2)c1ccncc1)c1ccc(Cl)nc1` (stereo unspecified) gave p47phox inh -2, Rad51 HR inh 10, 14-3-3 Bad PPI -1, hK5 inh 14, Furin inh -6, KCC2 mod -1.6, EBV gp42 inh 1, Thrombin inh -9 and eIF4E 4G PPI -3.
`CCOc1cc(/C=C2/C(=N)N3OC(C)=CC3=NC2=O)ccc1OCCOc1ccccc1` gave p47phox inh -19, Rad51 HR inh 1, 14-3-3 Bad PPI -2, hK5 inh -4, Furin inh -8[20 µM], KCC2 mod -0.29, EBV gp42 inh -7, Thrombin inh 0 and eIF4E 4G PPI 1.
`CCC1C/C(=C/c2cccs2)C(=O)/C(=C/c2cccs2)C1` (stereo unspecified) gave p47phox inh -30, Rad51 HR inh -6, 14-3-3 Bad PPI 0[fluorescence artefact?], hK5 inh -7, Furin inh -12, KCC2 mod -0.045, EBV gp42 inh -2, Thrombin inh 1 and eIF4E 4G PPI 4.
CC(C)(C)C(=O)NC(=S)NNC(=O)c1ccc(Cl)cc1Cl was read as p47phox inh -4, Rad51 HR inh 0, 14-3-3 Bad PPI -23, hK5 inh -28, Furin inh -5, KCC2 mod 38*, EBV gp42 inh -4, Thrombin inh -5 and eIF4E 4G PPI -5.
Screening Cc1cc(C(=O)NNC(=S)NCc2ccccc2)cs1 returned p47phox inh -5, Rad51 HR inh -1, 14-3-3 Bad PPI -10[fluorescence artefact?], hK5 inh -27, Furin inh -17, EBV gp42 inh -10, Thrombin inh -4 and eIF4E 4G PPI -2[fluorescence artefact?].
For CCCCCCC(C)n1cc(C(C)=O)c(=O)n(C)c1=O (stereo unspecified) the results were p47phox inh -18, 14-3-3 Bad PPI -8[fluorescence artefact?], hK5 inh -8, Furin inh -24, KCC2 mod -0.27, EBV gp42 inh -18, Thrombin inh 0 and eIF4E 4G PPI 1.
CCC(=O)Nc1cccc(-c2nnc(SCC(=O)c3ccccc3)n2C)c1 was read as p47phox inh 0, Rad51 HR inh 1, 14-3-3 Bad PPI 7[fluorescence artefact?], hK5 inh -21, Furin inh -13, EBV gp42 inh -14, Thrombin inh 4 and eIF4E 4G PPI 4.
Screening O=C(COc1ccc(Cl)cc1Cl)NC1CCSC1=O (stereo unspecified) returned p47phox inh 6, Rad51 HR inh -1, 14-3-3 Bad PPI 7, hK5 inh -11, Furin inh -13, KCC2 mod 0.95, EBV gp42 inh -22, Thrombin inh -2 and eIF4E 4G PPI 4.
For COc1ccc(C(=O)Nn2c(C3CCC3)nc3ccccc3c2=O)c(OC)c1 the results were p47phox inh -8, Rad51 HR inh -3, 14-3-3 Bad PPI 5, hK5 inh 8, Furin inh -27[20 µM], KCC2 mod 0.18, EBV gp42 inh -11, Thrombin inh -10 and eIF4E 4G PPI -1.
Screening O=C(CCCc1ccccc1)N1CCc2ccccc21 returned p47phox inh -2, Rad51 HR inh -4, 14-3-3 Bad PPI -9, hK5 inh 36, Furin inh -16[20 µM], KCC2 mod -2.2, EBV gp42 inh -20, Thrombin inh 22 and eIF4E 4G PPI 7.
For NC(=O)COC(=O)c1cccc(NS(=O)(=O)/C=C/c2ccccc2)c1 the results were p47phox inh -11, Rad51 HR inh -3, 14-3-3 Bad PPI 2[fluorescence artefact?], hK5 inh -4, Furin inh -15, KCC2 mod -0.25, EBV gp42 inh -34, Thrombin inh -3 and eIF4E 4G PPI 12[fluorescence artefact?].
CCOc1ccc(NC(=O)C2CCN(S(=O)(=O)c3cccnc3)CC2)cc1 was read as p47phox inh 0, Rad51 HR inh 2, 14-3-3 Bad PPI -2, hK5 inh -3, Furin inh -8[20 µM], KCC2 mod 0.2, EBV gp42 inh -8, Thrombin inh -5 and eIF4E 4G PPI -1.
For CCCc1nc(SCC(=O)NCc2ccco2)c2c(=O)n(C)c(=O)n(C)c2n1 the results were p47phox inh -7, Rad51 HR inh -1, 14-3-3 Bad PPI -3, hK5 inh -5, Furin inh -19, KCC2 mod 0.63, EBV gp42 inh -3, Thrombin inh -3 and eIF4E 4G PPI 3.
For COc1ccc(CCNc2c(N)n(Cc3ccccc3)c(=O)[nH]c2=O)cc1OC the results were p47phox inh -13, Rad51 HR inh 2, 14-3-3 Bad PPI -3, hK5 inh -1, Furin inh -27, KCC2 mod -1.3, EBV gp42 inh 43, Thrombin inh -5 and eIF4E 4G PPI -9.
